Tau FP inhib: tau fibrillization inhibition (FP). K18 P301L tau heparin fibrillization, Alexa594 FP, 6 h. AID 1468. P10636. Potency, µM (titrated, usually from 57.7 µM), for inactives: top-dose activity, negative = inhibition, actives largely listed as inhibitors. hit rate 0.39% among 280,000; further: potency means the concentration at half of the fitted maximal effect; on the % scale 0 is the no-effect control and ±100 the full control effect; nearly all actives have a fitted effect of over 55% in size
Target sequence (P10636 561-689 P618L limits assumed): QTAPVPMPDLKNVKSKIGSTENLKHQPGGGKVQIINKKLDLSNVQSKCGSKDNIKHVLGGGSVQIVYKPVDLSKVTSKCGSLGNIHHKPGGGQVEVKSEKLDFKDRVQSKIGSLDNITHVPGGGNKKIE
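Compound effects on tau fibrillization are measured by Alexa 594 fluorescence polarization (ex 555, em 632 nm). K18 P301L tau is used at 15 uM with 0.24 uM labeled tracer, and 20 uM heparin induces aggregation over 6 hr at 37 C.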
aGal spleen mod: alpha-galactosidase A (human) modulation | P06280 | human spleen homogenate, 4MU-alpha-Gal fluorescence, 40 min | Potency, µM (doses to about 80 µM), inactives show top-dose activity change, negative = inhibition, hits mostly inhibitors | hit rate 0.008% among 240,000 | AID 2107;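 further: potency means the concentration at half of the fitted maximal effect; 0% = enzyme with vehicle and -100% = no enzyme basal signal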
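Spleen homogenate 1 ug + cpd (titration) + 4-MU-alpha-D-galactopyranoside 1 mM; 37C 40 min; 50 mM citrate/phosphate pH 5.0, 0.01% Tween-20; stop pH 10; fluorescence 365/440; AC50 via Hill.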
TRb SRC2 PPI: TRbeta-SRC2 interaction inhibition. P10828. TRbeta-SRC2 peptide binding, fluorescence polarization; receptor liganded with 1 µM T3. Potency, µM (top dose mostly 106 µM), without a hit: at the top dose activity change, negative = inhibition, actives largely listed as inhibitors. hit rate 0.065% among 280,000. AID 1469;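 further: potency means the concentration at half of the fitted maximal effect; plate controls were bound peptide for no effect and peptide without receptor for full effect; nearly all actives have a fitted effect of over 50% in size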
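Assay buffer: 20 mM Tris-HCl, 100 mM NaCl, 10% glycerol, 1 mM EDTA, 0.01% NP-40, 1 mM DTT, 1 uM T3, 5% DMSO; TRb LBD 0.6 uM, Texas Red SRC2 20 nM; FP after 5 hr.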
CBFb-RUNX1 inh: blocks binding between human CBF-beta and RUNX1. Q01196+Q13951. AlphaScreen CBFb-His/RUNX1-biotin binding, biochemical. Potency, µM (series often up to 59.8 µM), without a hit: at the highest dose activity, negative = inhibition, hits mostly inhibitors. 230,000 tested, under 10 active. AID 1477; further: % of control where 0% means no effect
Target sequence (Q01196 whole entry, looked up): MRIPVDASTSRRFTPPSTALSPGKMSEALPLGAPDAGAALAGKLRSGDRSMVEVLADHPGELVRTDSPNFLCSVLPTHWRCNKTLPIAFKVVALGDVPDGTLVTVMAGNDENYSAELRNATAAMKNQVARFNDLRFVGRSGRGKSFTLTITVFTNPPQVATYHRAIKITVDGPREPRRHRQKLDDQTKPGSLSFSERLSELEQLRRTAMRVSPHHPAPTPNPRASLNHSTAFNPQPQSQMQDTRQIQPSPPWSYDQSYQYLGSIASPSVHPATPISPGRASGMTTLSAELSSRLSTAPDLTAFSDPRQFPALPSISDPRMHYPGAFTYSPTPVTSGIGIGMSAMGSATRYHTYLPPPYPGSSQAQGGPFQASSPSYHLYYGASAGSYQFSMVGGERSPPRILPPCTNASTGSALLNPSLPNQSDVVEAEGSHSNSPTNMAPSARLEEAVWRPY
Target sequence (Q13951 whole entry, looked up): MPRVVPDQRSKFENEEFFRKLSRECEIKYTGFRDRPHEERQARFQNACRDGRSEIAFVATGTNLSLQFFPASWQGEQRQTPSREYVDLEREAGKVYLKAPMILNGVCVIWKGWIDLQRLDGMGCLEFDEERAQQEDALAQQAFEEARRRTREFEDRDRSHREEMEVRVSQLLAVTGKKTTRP
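Proteins preincubated together for 20 min at RT before compound addition; 15 min later, nickel and streptavidin beads were added and left 90 min prior to AlphaScreen measurement.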
NPSR antagonist: antagonists of human neuropeptide S receptor cAMP signaling. CHO-NPSR cells, cAMP TR-FRET, antagonist mode. hit rate 1% among 220,000. AID 1461. Potency, µM (highest dose often 38.3 µM), inactives show at the top dose activity change, negative = inhibition, actives largely listed as inhibitors. Q6W5P4; further: potency means the concentration at half of the fitted maximal effect; on the % scale 0 is the no-effect control and ±100 the full control effect; nearly all actives have a fitted effect of over 50% in size; many of its hits are not listed in these tables
Tau fluor counter: counter-screen for tau fibril formation inhibitors | tau K18 P301L (four-repeat tau fragment) Alexa594 fluorescence, heparin fibrillization | Potency, µM (series often up to 57.7 µM), inactives show at the top dose activity change, negative = decrease | hit rate 0.93% among 280,000 | AID 1463; further: potency means the concentration at half of the fitted maximal effect; on the % scale 0 is the no-effect control and ±100 the full control effect; nearly all actives have a fitted effect of over 55% in size
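Human K18 P301L tau (15 uM unlabeled plus 0.24 uM Alexa 594-labeled, final) in 100 mM sodium acetate pH 7 was mixed with compound and 20 uM heparin and incubated 6 hr at 37 C.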
TexasRed fluor: counter-screen for TRb-SRC2 inhibitors: fluorescence interference. TRb/SRC2 Texas Red total fluorescence interference. Potency, µM (doses to about 106 µM), without a hit: at the top dose fluorescence change, negative = quenching. hit rate 0.29% among 280,000; active means well fitted curve in either direction with a large enough effect; inconclusive means small, poorly fitted or top-dose-only effect; further: potency means the concentration at half of the fitted maximal effect; on the % scale 0 is the no-effect control and ±100 the full control effect
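Flags fluorescent or light-absorbing compounds by total fluorescence, S + 2P, at 555 nm excitation and 632 nm emission. Mixture: 20 nM Texas Red SRC2 peptide, 0.6 uM human TRb LBD, 1 uM T3, 5% DMSO; compound exposure 5 h at ambient temperature.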
Epigenetic reg: derepresses silenced GFP reporter in murine cells. hit rate 0.2% among 280,000. murine LDR cells, GFP reporter derepression, 30 h. Potency, µM (series often up to 53.9 µM), inactives show at the top dose GFP activation, most hits filed as activators; further: potency means the concentration at half of the fitted maximal effect; % of control where 0% means no effect; nearly all actives have a fitted effect of over 60% in size
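Derepression of a silenced CMV-GFP reporter in murine LDR cells is scored by enumerating GFP-positive cells with a laser-scanning microplate cytometer after 30 hours of treatment at 37 C.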
Starred values were filed as active, the others as inactive; ? = inconclusive; . = not tested or not shown; & = joins results of further samples; [ ] = dose if it differs, or a comment. Unless noted, the call rests on the fitted dose curve; in most records, active means well fitted curve in the direction sought with a large enough effect; inconclusive means small, poorly fitted or top-dose-only effect, or another doubt; inactive means no such curve, though single readings can be large; an effect the other way counts as inactive or inconclusive. A portion of the library; count on the stated rates, not on these rows.

molecule | Tau fluor counter | TRb SRC2 PPI | Epigenetic reg | aGal spleen mod | TexasRed fluor | CBFb-RUNX1 inh | NPSR antagonist | Tau FP inhib
COC(=O)c1[nH]c2ccc(C)cc2c1NC(=O)Oc1ccccc1 | ? | 3% | 0.0% | 9% | -1% | -3% | -15%[46.1 µM] | 12%
CN1CCN(Cc2ccc(Br)s2)CC1 | -10% | 3% | -0.2% | 5% | -1% | -2% | -2%[46.1 µM] | -6%
CC(C)OP(=O)(OC(C)C)C(O)c1ccccc1F (configuration not stated) | 9% | 1% | 0.0% | -12% | -2% | 1% | 14% | 8%
CCCN[C@@H]1CCc2c(OC)cccc2[C@@H]1C | 2%&-6% | 4%&-2% | 0.0%&-0.3% | -11%&2% | -2%&1% | 5% | . | -1%&-5%
COc1cc(/C=N/NP(=S)(c2ccccc2)c2ccccc2)ccc1O | 14µM*[quencher] | 4% | -1.0% | -7% | 0% | -3% | ? | 11%
CN1CCN(c2ncc(C=O)s2)CC1 | -1% | 4% | 5.5% | -11% | -1% | 8% | 14% | 9%
Cc1ccc2c(c1)CC1(CN2C)C(=O)NC(=O)N(c2ccccc2C)C1=O (configuration not stated) | -13% | -1% | 0.0% | 1% | 1% | -4% | -12%[46.1 µM] | 5%
Cc1ccc(O)c(C)c1 | . | -2%[5.17e+03 µM] | . | 9% | -1%[5.17e+03 µM] | 4%[21.7 µM] | . | .
O=c1[nH]c(=O)n(Cc2ccco2)c(O)c1/C=N/N1CCCCC1 | -12% | -2% | 1.1% | 1% | -4% | -7% | -11%[46.1 µM] | -13%
O=C(Cn1c(=O)n(CC2CCC(C(=O)NCCc3ccccc3)CC2)c(=O)c2ccccc21)Nc1cccc(F)c1 (configuration not stated) | ? | 4% | ? | . | -1% | . | . | -7%
CCCCC(CC)COC(=O)c1ccccc1C(=O)OCC(CC)CCCC (configuration not stated) | . | 2%[201 µM] | . | 10% | 0%[201 µM] | 5%[21.7 µM] | . | .
O=c1[nH]c(CN2CCNCC2)nc2ccccc12 | -2% | -3% | 0.0% | 8% | -1% | 4% | -10%[46.1 µM] | -1%
CCCn1cc2c3c(cccc31)C1CC(C)CN(C)C1C2 (configuration not stated) | -13% | 1% | 3.2% | -1% | -3% | 6% | 1% | 0%
NCC1(c2ccc3c(c2)OCCO3)CCCC1 | -3% | 3% | 2.5% | -4% | -3% | 21% | 1%[46.1 µM] | -4%
O=C(CN1C2CCC1CC(O)(c1cccnc1)C2)Nc1ccc2c(c1)OCO2 (configuration not stated) | 5% | 2% | 0.9% | 1% | 0% | 6% | 4%[46.1 µM] | 6%
COc1ccc(C[C@@H]2NC[C@H](O)[C@@H]2OC(C)=O)cc1 | . | -3%[53 µM] | 1.4%[16.9 µM] | -17%[29.1 µM] | -1%[53 µM] | 1%[21.7 µM] | . | .
CCC(C)C(=O)O[C@@H]1C[C@@]2(C)C(c3ccoc3)OC(=O)CC23OC2(C)O[C@@]14[C@@]1(C)C(CC(=O)OC)C5(C)CC1(O)C(O)(C5OC(=O)C1(C)OC1C)C(OC(C)=O)[C@@]34O2 (some centres not stated) | -6% | 2% | -0.5% | -11% | -1% | 12% | . | -6%
COc1cccc(O)c1CN1CCCC(C(=O)c2sccc2C)C1 (configuration not stated) | -11% | -2% | -3.9% | -7% | 0% | 4% | 24% | 4%
Cc1ccc(/C=C2/C(=O)NC(=O)N(CCc3ccc(F)cc3)C2=O)s1 | -4% | 11% | -1.0% | -3% | 0% | 5% | -22% | 2%
CCN1C(=O)C(=Cc2ccc(C)s2)C(=O)N(CC)C1=S | -29% | -5% | ? | -12% | -2% | -5% | -53% | ?
COc1cc(OC)cc(C2(C#N)CCN(C)CC2)c1 | -9% | 8% | -0.4% | 6% | 4% | -3% | 1%[7.67 µM] | -1%
CCC(=NCCC1=CCCCC1)c1c(O)[nH]c(=O)[nH]c1=O | -7% | -6% | 1.0% | 2% | -1% | -1% | 2%[46.1 µM] | 0%
CCc1ccc(NC(=O)c2cccn(Cc3cccc([N+](=O)[O-])c3)c2=O)cc1 | ? | -9% | 0.0% | . | 0% | . | . | -14%
C#CCN1C(=O)S/C(=C\c2ccc(N3CCOCC3)cc2C)C1=O | -15% | 5% | ? | 5% | 1% | 6% | -16% | -6%
O=C(Nc1ccc(Cl)cc1C(=O)c1ccccc1)c1ccccc1 | -19% | 0% | 1.9% | 3% | -2% | 1% | -23%[46.1 µM] | -13%
CN1C(=O)/C(=C/c2cccn2-c2ccc3ccccc3c2)C(=O)NC1=S | 18µM*[quencher] | -4% | 9.2% | 3% | -11% | ? | ? | 32µM*
CCN(CC)CCN/N=C(\C)c1c(O)[nH]c(=O)[nH]c1=O | -2% | 0% | -0.3% | -14% | -5% | 6% | 11% | 5%
N#CC(C#N)=Cc1ccc(O)cc1 | . | 1%&-16% | . | -8%&-6% | ? | 6%&-8% | . | .
COc1cc2c(cc1OC)-c1c(OC)c(OC)cc3c1[C@H](C2)[N+](C)(C)CC3 | -11% | -5% | -0.9% | -7% | -2% | 6%[2.36 µM] | 11% | 4%
CN1CCC(N2CC3CC(C2)c2cccc(=O)n2C3)CC1 (configuration not stated) | 1% | -4% | -1.0% | 11% | -3% | 8% | 6%[46.1 µM] | -7%
CC(C)C[C@H](NC(=O)[C@H](Cc1ccccc1)NC(=O)CNC(=O)[C@H](CS)N(C(=O)[C@@H](N)Cc1ccc(O)cc1)C(C)(C)C)C(=O)N([C@H](C(=O)O)[C@H](C)O)C(C)(C)C | -2% | 3% | 1.1% | -15% | -1% | 9% | . | -5%
O=S(=O)(c1ccccc1)N1CCCCC1c1cccnc1 (configuration not stated) | -1% | 3% | -2.2% | 6% | 1% | 1% | -3%[46.1 µM] | -1%
Oc1ccc(/C=N/NP(=S)(c2ccccc2)c2ccccc2)cc1O | 14µM*[quencher] | 4% | -1.7% | 4% | -2% | -6% | ? | 12%
CCCCCCNC(=O)N[C@H](Cc1ccc(O)cc1)C(=O)NCCC[C@H]1CN2C(=NC[C@H]2CCC)N1CC1CCC1 | -6% | -3% | ? | 1% | -4% | 10% | -23% | -2%
Cc1ccc(-n2c(O)c(C=N)c(=O)n(-c3ccc(C)cc3)c2=O)cc1 | 0% | 5% | -1.1% | -12% | 0% | 0% | -16% | 4%
CC(=Nc1ccc2c(c1)CCC2)c1c(O)n(C2CCCCC2)c(=O)[nH]c1=O | 5% | 0% | -0.7% | -5% | -5% | -5% | 4%[46.1 µM] | 8%
COc1ccc(C(=O)C2CCCN(Cc3ccc(C)s3)C2)cc1OC (configuration not stated) | -4% | 10% | -1.8% | 11% | -1% | 4% | 0% | 3%
Oc1ccc(Cl)c(Cl)c1Cl | . | 6% | . | -6% | -1% | -3%[21.7 µM] | . | .
O=c1[nH]c(=O)n(CCc2ccccc2)c(O)c1C=NC1CC1 | -4% | 3% | 0.1% | -6% | 0% | 1% | -6% | 4%
Cc1cccc(OCC(=O)N2CCN(Cc3ccc([N+](=O)[O-])cc3)CC2)c1 | 9% | -2% | -0.1% | -4% | 0% | 0% | 6% | -8%[2.34 µM]
COc1cccc(NC(=O)CN2CC(c3ccccc3)CC2=O)c1 (configuration not stated) | -3% | -18% | 7.1% | 6% | 1% | -6% | 1%[46.1 µM] | 7%
COc1cccc(-n2c(-c3ccoc3)nc3ccccc3c2=O)c1 | -10% | -6% | -0.8% | -2% | -4% | -1% | -10%[46.1 µM] | -7%
O=C(Cn1ncc2c3ccccc3n(Cc3ccc(F)cc3)c2c1=O)N1CCC2(CC1)OCCO2 | -3% | -4% | -0.8% | -11% | -4% | -5% | -14%[46.1 µM] | ?
Brc1c(Br)c(Br)c2n[nH]nc2c1Br | -16%&-11% | 9%&4% | -0.2%&2.7% | 6%&-5% | -2%&-3% | 7%&9% | -8%[46.1 µM] | ?
O=C1CN(C(=O)COC(=O)Cc2ccccc2)c2ccccc2N1 | 7% | -7% | 1.3% | -1% | -4% | 11% | 8% | -6%
COC(=O)C12CC3=C[C@H](CC3=O)Cc3ccccc3[C@@H]1CNC2=O (some centres not stated) | -6%&-7% | 12%&13% | 2.3%&0.8% | -8%&-5% | -2%&-1% | -8%&6% | . | 2%&-2%
CN1CCN(c2ccc(NC(=O)Oc3ccccc3)cc2)CC1 | -12% | -1% | -2.1% | 5% | 0% | -3% | ? | -2%

Arranged by formula weight (highest first): part of the list above.
molecule | Tau fluor counter | TRb SRC2 PPI | Epigenetic reg | aGal spleen mod | TexasRed fluor | CBFb-RUNX1 inh | NPSR antagonist | Tau FP inhib
CCCCCCNC(=O)N[C@H](Cc1ccc(O)cc1)C(=O)NCCC[C@H]1CN2C(=NC[C@H]2CCC)N1CC1CCC1 | -6% | -3% | ? | 1% | -4% | 10% | -23% | -2%
Cc1cccc(OCC(=O)N2CCN(Cc3ccc([N+](=O)[O-])cc3)CC2)c1 | 9% | -2% | -0.1% | -4% | 0% | 0% | 6% | -8%[2.34 µM]
COc1ccc(C(=O)C2CCCN(Cc3ccc(C)s3)C2)cc1OC (configuration not stated) | -4% | 10% | -1.8% | 11% | -1% | 4% | 0% | 3%
COC(=O)C12CC3=C[C@H](CC3=O)Cc3ccccc3[C@@H]1CNC2=O (some centres not stated) | -6%&-7% | 12%&13% | 2.3%&0.8% | -8%&-5% | -2%&-1% | -8%&6% | . | 2%&-2%
COc1cccc(NC(=O)CN2CC(c3ccccc3)CC2=O)c1 (configuration not stated) | -3% | -18% | 7.1% | 6% | 1% | -6% | 1%[46.1 µM] | 7%
CN1CCN(c2ccc(NC(=O)Oc3ccccc3)cc2)CC1 | -12% | -1% | -2.1% | 5% | 0% | -3% | ? | -2%
O=c1[nH]c(=O)n(CCc2ccccc2)c(O)c1C=NC1CC1 | -4% | 3% | 0.1% | -6% | 0% | 1% | -6% | 4%
Oc1ccc(Cl)c(Cl)c1Cl | . | 6% | . | -6% | -1% | -3%[21.7 µM] | . | .
